Screens (PubChem BioAssay)
TRPV1 ag: agonists of human vanilloid receptor 1 (TRPV1). Q8NER1. TRPV1-expressing cells, Fluo-8 calcium influx, agonist mode. activation, % at 8.33 µM. hit rate 0.19% among 320,000. AID 540275; in the data active means activation above about 80%; inconclusive means between about 30% and that limit; further: 0% is about no effect
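Cells expressing TRPV1 were dye-loaded with Fluo-8 and read kinetically: 10 s baseline, 3 min after compound (agonist portion), then 2 min after EC20 capsaicin (allosteric enhancer portion). Calcium-bound dye fluorescence at 480/520 nm.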
MBNL1 CUG block: blocks human MBNL1 binding to CUG repeat RNA; Q9NR56; TR-FRET MBNL1-His/biotin-(CUG)12 binding, 665/545 ratio; Potency, µM (top dose mostly 57.5 µM), for the others: at the highest dose activity change, negative = inhibition, usual class: inhibitors; hit rate 0.036% among 280,000; AID 2675; active means well fitted inhibition curve with a large enough effect in the signal ratio, with a control signal flat, not every such curve was filed as active; inconclusive means small, poorly fitted or top-dose-only effect, or effect the other way, or a change in a side signal; inactive means no such curve, though single readings can be large or run the other way; the % refers to the signal ratio; further: potency means the concentration at half of the fitted maximal effect; on the % scale 0 is the no-effect control and ±100 the full control effect
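MBNL1-His + Biotin-(CUG)12, cpd titration 92 nM–58 uM; Tb anti-His Ab 0.055 ng/ul, SA-XL665 5 nM (final); 60 min RT; ratiometric 665/545 nm, Ex 340 nm; normalized to buffer and full-complex controls.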
MLL CXXC-DNA inh: blocks binding of human MLL CXXC domain to DNA | hit rate 0.037% among 290,000 | Potency, µM (highest dose often 115 µM), for the others: at the highest dose activity change, negative = inhibition, usual class: inhibitors | MLL-CXXC / FITC-HOXA9 DNA fluorescence polarization | AID 2662; active means well fitted inhibition curve with a large enough effect in the polarisation, with a control signal flat, not every such curve was filed as active; inconclusive means small, poorly fitted or top-dose-only effect, or effect the other way, or a change in a side signal; inactive means no such curve, though single readings can be large or run the other way; the % refers to the polarisation; further: potency means the concentration at half of the fitted maximal effect
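Fluorescence polarization: 7 uM MLL-CXXC (stock) preincubated 5 min with compounds, then 50 nM fluorescein-HOX-A9 DNA (stock) added; 30 min ambient. Buffer 50 mM Tris-HCl pH 7.5, 50 mM NaCl, 1 mM DTT, 0.05% BSA.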
GALK inh: galactokinase (human) inhibition | Potency, µM (top dose mostly 57.5 µM), without a hit: at the highest dose activity change, negative = inhibition, actives largely listed as inhibitors | hit rate 0.007% among 270,000 | Purified GALK, Kinase-Glo residual ATP luminescence | AID 1868 | P51570; further: potency means the concentration at half of the fitted maximal effect; on the % scale 0 is the no-effect control and ±100 the full control effect
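Galactose (100 uM) and ATP (35 uM) were turned over by 5 nM GALK for 1 h at RT. Kinase-Glo Plus then converted the remaining ATP into a luminescent signal.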
hERG WT inh: inhibitors of human wildtype KCNH2 potassium channel | U2OS, BacMam KCNH2, thallium flux FluxOr; stronger effect = lower value | hit rate 0.37% among 340,000 | AID 720551 | activity change, % at 1.84 µM;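 active means maximum activity change below -70%; inconclusive means maximum activity change between -70% and -50%; inactive means maximum activity change above -50%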; further: on the % scale 0 is the no-effect control and ±100 the full control effect
Target sequence (Q12809 whole entry, looked up): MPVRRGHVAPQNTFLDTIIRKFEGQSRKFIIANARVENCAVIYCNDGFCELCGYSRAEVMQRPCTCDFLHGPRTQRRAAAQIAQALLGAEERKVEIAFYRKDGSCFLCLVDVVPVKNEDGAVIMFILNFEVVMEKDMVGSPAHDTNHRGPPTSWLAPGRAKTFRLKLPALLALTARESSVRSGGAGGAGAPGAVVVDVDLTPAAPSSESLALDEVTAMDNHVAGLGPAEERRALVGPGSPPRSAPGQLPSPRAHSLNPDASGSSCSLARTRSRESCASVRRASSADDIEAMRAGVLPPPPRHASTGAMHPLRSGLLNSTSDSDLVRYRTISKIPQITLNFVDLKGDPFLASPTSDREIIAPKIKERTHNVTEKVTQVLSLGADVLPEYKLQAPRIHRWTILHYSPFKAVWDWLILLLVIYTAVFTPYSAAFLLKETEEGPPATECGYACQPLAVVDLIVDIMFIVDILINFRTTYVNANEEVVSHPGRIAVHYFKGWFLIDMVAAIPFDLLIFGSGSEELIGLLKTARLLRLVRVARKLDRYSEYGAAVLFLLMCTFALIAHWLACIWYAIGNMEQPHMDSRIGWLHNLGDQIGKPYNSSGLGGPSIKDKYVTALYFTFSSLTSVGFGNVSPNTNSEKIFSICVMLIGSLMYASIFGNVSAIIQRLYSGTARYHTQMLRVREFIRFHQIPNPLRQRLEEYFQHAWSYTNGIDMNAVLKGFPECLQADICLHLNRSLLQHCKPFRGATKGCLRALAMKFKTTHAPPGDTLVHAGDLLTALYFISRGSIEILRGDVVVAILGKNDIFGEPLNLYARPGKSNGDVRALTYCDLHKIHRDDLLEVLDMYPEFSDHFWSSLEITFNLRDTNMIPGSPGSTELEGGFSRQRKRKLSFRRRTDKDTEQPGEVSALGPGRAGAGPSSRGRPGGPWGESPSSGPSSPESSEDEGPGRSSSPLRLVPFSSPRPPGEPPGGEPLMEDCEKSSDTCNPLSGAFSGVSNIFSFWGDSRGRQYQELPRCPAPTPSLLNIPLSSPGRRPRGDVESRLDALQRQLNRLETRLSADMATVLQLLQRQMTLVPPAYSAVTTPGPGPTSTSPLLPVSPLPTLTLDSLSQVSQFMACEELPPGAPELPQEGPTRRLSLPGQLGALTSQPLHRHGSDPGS
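U2OS cells transduced with wild-type KCNH2 virus are loaded with FluxOr dye for 45 min, and thallium flux is measured in kinetic reads before and after stimulation buffer. Rate constants are normalized to DMSO controls.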
S-ASM inh: blocks human secretory acid sphingomyelinase | placental ASM, HMU-PC fluorogenic substrate, 60 min | hit rate 0.006% among 340,000 | Potency, µM (series often up to 57.5 µM), inactives show top-dose activity change, negative = inhibition, usual class: inhibitors | AID 504937 | P17405; further: potency means the concentration at half of the fitted maximal effect
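qHTS format. ASM enzyme prepared from human placenta hydrolyses the fluorogenic substrate HMU-PC0 (9 uM final) over 60 min at 37 °C after a 10 min compound preincubation.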
FBPA coupling cs: coupling enzyme interference in Giardia aldolase counter-screen. coupling enzyme system counterscreen, AmpLite Red fluorescence. activity change, negative = inhibition, % at 58.2 µM, hits read low. hit rate 0.67% among 290,000. AID 2472; in the data active means activity change below about -30%; further: on the % scale 0 is the no-effect control and ±100 the full control effect
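Final compound at 57.5 uM, incubated 10 min at RT with coupling enzyme reagent (glyceraldehyde-3-phosphate), then 20 min with substrate and AmpLite Red detection. Fluorescence read at 525/598 nm; tests interference with the coupling assay, not aldolase inhibition.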
Integrin act MD: integrin-mediated muscular dystrophy alleviation activation | alpha7betagal myoblasts, beta-gal FDG fluorescence, 48 h | Potency, µM (titrated, usually from 38.3 µM), for the others: top-dose activation, hits mostly activators | hit rate 0.064% among 350,000 | AID 624291;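 further: potency means the concentration at half of the fitted maximal effect; 100% = response of the positive control SU9516; nearly all actives have a fitted effect of over 60% in size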
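Alpha7betagal+/- myoblasts (passage 13) were plated 16-24 hr, then exposed to compounds (1:260 dilution of DMSO stock) for 48 hours at 37C. After MPER lysis, β-galactosidase reporter activity was read as FDG fluorescence (ex 480/em 540) after 30 minutes.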
AT treatment: candidate therapy for ataxia-telangiectasia. […] A-T fibroblasts, KAP-1 phosphorylation AlphaLISA; neocarzinostatin DNA damage 30 min before lysis. Potency, µM (top dose mostly 57.5 µM), without a hit: at the highest dose activation, most hits filed as activators. hit rate 0.19% among 320,000. AID 485349; further: potency means the concentration at half of the fitted maximal effect; % of control where 0% means no effect; nearly all actives have a fitted effect of over 45% in size
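hTERT-immortalized A-T patient fibroblasts ([…]), 500 cells/well in OPTI-MEM, 1% FBS, got compounds for 60 min, then NCS for 30 min at 37C. Lysates were then assayed for phospho-KAP-1 by AlphaLISA (anti-pKAP1 donor, anti-KAP1 acceptor beads), 6 hr at 25C.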
KCNH2 3.1 inh: KCNH2 3.1 (human) potassium channel inhibition | AID 720553 | hit rate 0.95% among 340,000 | U2OS KCNH2 3.1, thallium flux FluxOr; stronger effect = lower value | activity change, % (tested at about 1.8 µM);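 active means maximum activity change below -70%; inconclusive means maximum activity change from -70% to -50%; inactive means maximum activity change above -50%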;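 further: thallium influx rate constant from kinetic fluorescence after stimulation buffer; on the % scale 0 is the no-effect control and ±100 the full control effect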
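We transduce U2OS cells with the mutant 3.1 virus, culture them overnight, load FluxOr with Red40 quencher for 45 min, then add stimulation buffer and read kinetically for 2 min to derive a normalized rate constant.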
* marks the source's active call; other numbers are inactive results; u = inconclusive; x = no result given; & = joins results of further samples; [ ] = another dose, or the depositor's remark. Unless noted, the call rests on the fitted dose curve; in most records, active means well fitted curve in the direction sought with a large enough effect; inconclusive means small, poorly fitted or top-dose-only effect, or another doubt; inactive means no such curve, though single readings can be large; an effect the other way counts as inactive or inconclusive.

SMILES	TRPV1 ag	MBNL1 CUG block	MLL CXXC-DNA inh	GALK inh	hERG WT inh	S-ASM inh	FBPA coupling cs	Integrin act MD	AT treatment	KCNH2 3.1 inh
COc1ccc(-c2cn3c(C)c(C(=O)NCCN4CCOCC4)sc3n2)cc1	x	-21%	5%	0%	-3	-4%	0	-28%	-2%	-2
Cc1c(Cl)cccc1NC(=O)C1CC2CCC1C2 (configuration not stated)	x	x	x	x	-1	-6%	x	-37%	x	20
Cc1csc(NC(=O)C2=COCCO2)n1	-1	x	x	x	-7	x	x	8%	0%	-7
O=C(O)CCCC(=O)N1CCc2cc(S(=O)(=O)NCc3ccc(F)cc3)ccc21	15	-8%	-4%	0%	-4	8%	4	-11%	2%	-3
Cc1nc2nc[nH]c2cc1Br	-2	-26%	5%	5%	-12	0%	3	13%	-15%	10
CCOC(=O)CNC(=O)Cc1ccc(OC)cc1	3	-5%	2%	-4%	2	1%	2	-5%	-3%	-5
O=C(Nc1cccc(-c2nc3cccnc3s2)c1)c1ccco1	3	7%	6%	0%	19	-3%	-1	-11%	5%	31
O=C(NCCC1=CCCCC1)C1CCC(CNS(=O)(=O)c2ccccc2)CC1 (configuration not stated)	27	u	39%[activator]	x	-18	2%	0	2%	11%	-3
CCOc1ccc(N(CC(=O)NC2CCCC2)S(=O)(=O)c2c(C)noc2C)cc1	x	-3%	4%	1%	-5	1%	1	2%	9%	-17
CNC(=S)N1N=C(c2ccccc2)CC1c1ccc(Br)cc1 (configuration not stated)	3	47%[activator]	10%	3%	1	-7%	-1	-27%	-12%	-14
COC(=O)Cc1cc(=O)oc2cc(OC)ccc12	12	2%	0%	1%	1	34%	-1	-3%	9%	4
CCOC(=O)Cn1c(C)c(Br)c(=O)c2cccc(C)c21	10	8%	4%	3%	5	-8%	0	-19%	5%	-2
CCN(Cc1ccccc1)C(=O)C1CCN(C/C(C)=C/c2ccccc2)CC1	0	6%[11.5 µM]	-8%	x	-12	-1%	3	-4%	1%	u
S=C(Nc1ccccc1)N1CCN(C/C=C/c2ccccc2)CC1	7	11%	-4%	1%	-4	6%	-1	-39%	-1%	7
CN1CCN(C(=O)c2cn(C)c3ccc(S(=O)(=O)N(C)C4CCCCC4)cc3c2=O)CC1	6	-11%	-2%	2%	-12	-3%	3	u	-15%	11
O=C(c1cccs1)N1CCN(S(=O)(=O)Cc2ccccc2)CC1	16	-4%	-3%	0%	7	-2%	7	19%	-10%	27
CCOC(=O)c1cc(-c2ccc(F)cc2)n(CC(=O)NCc2cccnc2)c1C	16	4%	1%	-2%	1	-1%	0	-1%	-2%	0
C[C@H](CO)N1C[C@H](C)[C@@H](CN(C)C(=O)Nc2ccccc2)Oc2c(NC(=O)c3ccncc3)cccc2C1=O	x	x	x	x	20	4%	x	-3%	1%	-3
Cn1cc(Br)c(NS(=O)(=O)c2ccc(Cl)s2)n1	0	-12%	-13%	2%	-1	1%	1	-11%	-1%	-12
C=CCNC(=O)c1onc(CSc2nc3ccccc3[nH]2)c1C(=O)NCC=C	-2	0%	-4%	x	-24	1%	1	7%	-7%	13
CCOC(=O)C1CCCN(C(=O)/C=C/c2ccccc2[N+](=O)[O-])C1 (configuration not stated)	-1	x	1%	0%	-9	-1%	-14	-17%	11%	-6
CCN(CC)S(=O)(=O)c1ccc(NC(=O)CCN2C(=O)C3CC=CCC3C2=O)cc1 (configuration not stated)	15	x	x	x	-6	-1%	x	16%	6%	-3
CCC(OC(=O)C1=Cc2ccccc2OC1)C(=O)NC1CCCC1 (configuration not stated)	9	4%	0%	0%	-17	6%	0	-26%	10%	1
Cc1ccc(C)c(OCC(O)CN2CCN(CCN3C(=O)c4cccc5cccc(c45)C3=O)CC2)c1 (configuration not stated)	5	u	4%	x	33	-8%	0	-51%[inhibitor]	-10%	u
Cc1nc2ccc(NC(=O)C3COc4ccccc4O3)cc2s1 (configuration not stated)	16	-4%	-2%	2%	5	-2%	2	-8%	-1%	2
Cc1cc(=O)oc2c(CN3CCN(C)CC3)c(O)c(Cl)cc12	-4	17%	-1%	-1%	-2	x	2	-24%	-3%	1
N#C/C(=C(\O)CCl)c1nnc2n1CCCCC2	-1	1%	-5%	-3%	1	0%	1	-7%	-2%	-6
CCN(CC)C(=O)c1cc(Cl)ccn1	0	x	3%	2%	-5	-2%	1	4%	-5%	27
CCNC(=S)N(CCN(C)C)Cc1cc2cc(OCC)ccc2[nH]c1=O	-4	-6%	-3%	0%	10	61%[activator]	-3	17%	-2%	12
COc1ccc(NC(=O)C2CCN(C(=O)c3cccs3)CC2)cc1OC	-1	0%	-7%	1%	17	3%	-11	23%	1%	13
Cc1ccc(N(C(C)C(=O)O)S(=O)(=O)c2cccnc2)cc1 (configuration not stated)	2	0%	-23%	1%	1	4%	8	0%	-7%	-1
CCOC(=O)c1c(-c2cccc([N+](=O)[O-])c2)csc1NC(=O)C1CCCCC1	9	6%	6%	-3%	1	-7%	-4	-2%	4%	-18
O=C(CSc1cccc2cccnc12)N/N=C/c1ccncc1	0	u	5%	-1%	x	0%	-16	0%	1%	17
N=c1sccn1CC(=O)N1N=C(c2ccc(Cl)cc2)CC1c1ccco1 (configuration not stated)	4	-14%	9%	0%	14	-1%	-1	-39%	-1%	-86*
CCOC(=O)c1nn(-c2ccc(C)c(C)c2)c(=O)c(C#N)c1C	-5	u	0%	5%	2	3%	0	5%	-3%	29
Cc1ccc(C(C)C)c(OCCCN2CC(C)OC(C)C2)c1 (configuration not stated)	-4	-2%	5%	-1%	1	2%	1	1%	u	-2
CC(C)CC1(C)NC(=O)NC1=O (configuration not stated)	0	-9%	0%	0%	5	1%	0	23%	3%	-5
CC1=CC(C)=Nc2ccc(C)cc2N1	8&-3	13%&5%	0%&6%	0%&1%	-2&-7	6%&8%	2&1	-26%&-14%	-2%	4&-8

Of the compounds above, these have a COOH group.
SMILES	TRPV1 ag	MBNL1 CUG block	MLL CXXC-DNA inh	GALK inh	hERG WT inh	S-ASM inh	FBPA coupling cs	Integrin act MD	AT treatment	KCNH2 3.1 inh
O=C(O)CCCC(=O)N1CCc2cc(S(=O)(=O)NCc3ccc(F)cc3)ccc21	15	-8%	-4%	0%	-4	8%	4	-11%	2%	-3
Cc1ccc(N(C(C)C(=O)O)S(=O)(=O)c2cccnc2)cc1 (configuration not stated)	2	0%	-23%	1%	1	4%	8	0%	-7%	-1

An excerpt from above in order of count of non-hydrogen atoms, lowest first:
SMILES	TRPV1 ag	MBNL1 CUG block	MLL CXXC-DNA inh	GALK inh	hERG WT inh	S-ASM inh	FBPA coupling cs	Integrin act MD	AT treatment	KCNH2 3.1 inh
CC(C)CC1(C)NC(=O)NC1=O (configuration not stated)	0	-9%	0%	0%	5	1%	0	23%	3%	-5
CC1=CC(C)=Nc2ccc(C)cc2N1	8&-3	13%&5%	0%&6%	0%&1%	-2&-7	6%&8%	2&1	-26%&-14%	-2%	4&-8
N#C/C(=C(\O)CCl)c1nnc2n1CCCCC2	-1	1%	-5%	-3%	1	0%	1	-7%	-2%	-6
Cc1cc(=O)oc2c(CN3CCN(C)CC3)c(O)c(Cl)cc12	-4	17%	-1%	-1%	-2	x	2	-24%	-3%	1
O=C(CSc1cccc2cccnc12)N/N=C/c1ccncc1	0	u	5%	-1%	x	0%	-16	0%	1%	17
N=c1sccn1CC(=O)N1N=C(c2ccc(Cl)cc2)CC1c1ccco1 (configuration not stated)	4	-14%	9%	0%	14	-1%	-1	-39%	-1%	-86*
CCOC(=O)c1c(-c2cccc([N+](=O)[O-])c2)csc1NC(=O)C1CCCCC1	9	6%	6%	-3%	1	-7%	-4	-2%	4%	-18
